Screens from PubChem.
Autophagy mod = autophagy modulators in MEF cells, primary screen, imaging, high-content, MEF GFP-LC3; actives 0.98% (n = 190,000); MEF GFP-LC3 puncta imaging; test concentration mostly 10 µM; calls only at 10 µM (by protocol); AID 463193, 2010;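 active = percentage of spot-positive cells more than 3 SD above its plate mean, without a fluorescence outlier flag or 80% toxicity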;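 also: spot-positive cell cutoff set from DMSO-treated cells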
XIAP displacement = XIAP antagonists, biochemical, IAP family, fluorescence polarization (AID 1018). XIAP BIR domain, fluorescence polarization peptide displacement; higher % means a stronger effect. E3 ubiquitin-protein ligase XIAP (Homo sapiens). actives 0.007% (n = 200,000). one-dose displacement, % at 20 µM; IC50 in µM for titrated hits; in the data active = displacement above about 50%; also: a part of the inactive calls stands beside numbers as strong as those of hits
b-catenin transl = modulators of beta-catenin nuclear translocation, primary screen, imaging, HeLa cells, immunofluorescence, high-content. nuclear translocation activity, % at 5 µM. actives 0.3% (n = 190,000);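 active = nuclear translocation activity above 50% at 5 µM, with a well cell count of 50 or more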;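 also: per-cell ratio of nuclear to cytoplasmic median beta-catenin stain intensity; plate controls were DMSO negative control for no effect and GSK-3 inhibitor IX positive control for full effect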
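System: HeLa cells, endogenous beta-catenin; compound dosing: 5 µM primary single dose, 0.1% DMSO, 0.02–20 µM confirmation series; incubation: 24 h compound exposure at 37°C, 5% CO2; signal: beta-catenin immunofluorescence imaging with DAPI; evaluation: % activation, nuclear-to-cytoplasmic median beta-catenin signal ratio per cell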
Lipid droplet = inhibitors of hepatocyte lipid droplet formation, primary screen, imaging, high-throughput imaging, BODIPY stain; AML12 mouse hepatocytes, oleate lipid droplets; inhibition, % at 6.5 µM; AID 1656, 2009; actives 0.4% (n = 240,000);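 active = lipid droplet intensity inhibited by at least 50%, with more than 500 cells counted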
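Assay system: AML12 hepatocytes (mouse); Probe or stimulus: oleic acid at 100 µM to induce lipid droplet formation; Dosing: compound at 6.5 µM only; Schedule: compound with oleate, overnight; Detection: fluorescence imaging, 20x objective, two fields per well; Measure: % inhibition of lipid droplet signal.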
MT stabilizer = microtubule stabilizers in HeLa cells, primary screen, imaging, high-content imaging; HeLa tubulin immunostaining HCS, 24 h; share of cells brighter than vehicle mean+2SD; % tubulin-high responders, % at 10 µM; actives 0.83% (n = 200,000);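 active = plate Z-score above 3 for both tubulin-high and condensed-nucleus cell shares, with cell loss under 80%, at 10 µM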;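 also: anti alpha tubulin signal scored within the nucleus-defined area of each cell; some results filed as inactive read as strong as hits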
Insulin prom up = insulin promoter activators in MIN6 cells, imaging, high-content screening, mouse beta cells; z-score at 5 µM; actives 0.3% (n = 190,000); MIN6 insulin promoter-GFP reporter; active compounds read high;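 active = z-score above 3 at 5 µM with at least 500 cells counted in the well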
Dynein transport = inhibitors of GR-EGFP nuclear translocation, primary screen, dynein cargo transport inhibitor project, imaging, high-content, 3617.4 mouse cells | test concentration mostly 20 µM; stimulated with dexamethasone, 1 µM; active compounds read low | actives 0.47% (n = 220,000) | z-score, hits read low;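 active = plate z-score of nuclear minus cytoplasmic receptor signal below a set negative limit, without overly bright fluorescence or cell loss, cut at about -3.5 in these data, passing the limit was not always enough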;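 also: z-score of nuclear minus cytoplasmic ring GR-EGFP intensity difference per well; some compounds called inactive have numbers as strong as hits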
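Medium: Induction medium lacking tetracycline, stripped serum | Probe or stimulus: 1.0 µM final dexamethasone stimulus | Schedule: 48 h induction, then 1 h compound, then 30 min agonist, 37 °C | Signal: Automated 10x imaging of fixed Hoechst-stained cells | Evaluation: Per-cell GR-EGFP intensity, nucleus versus surrounding cytoplasmic ring, well-averaged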
WT yeast gro inh = growth inhibition of WT strain, primary screen, mitochondrial fusion inhibitor project, WT and mutant strains, chemical genetic; mitochondrial fusion phenotypic screen; inhibition, % at 10 µM; actives 2.1% (n = 190,000); in the data active = inhibition above about 58%; tested in S. cerevisiae
CSM14.1 death rescue = rescue of cells from ER stress-induced death, primary screen, 384-well, CSM14.1, thapsigargin, ATP luminescence (AID 1222); CSM14.1 thapsigargin-induced death rescue, ATP luminescence; higher % means a stronger effect; cellular ATP content (survival), % at 20 µM; hits with a dose series show EC50 in µM; 190,000 tested, under 10 active;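 active = EC50 below 50 µM in the dose-response confirmation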;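 also: death triggered by thapsigargin at about 15 µM added after 2 h compound pretreatment; cell ATP read after overnight thapsigargin exposure of roughly 18 to 22 hours; normalized against plate controls of thapsigargin alone and 5% DMSO vehicle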
WT yeast gro inh mutant strain = recorded beside WT yeast gro inh, whose call it bears; inhibition, %; mitochondrial fusion phenotypic screen, mutant strain inhibition
Dynein transport cytoplasmic EGFP = second read-out of Dynein transport, no call of its own (marks repeat the call); z-score; measured here: cytoplasmic GR-EGFP intensity; active compounds read high
Dynein transport nuclear GR-EGFP = further read-out of Dynein transport, marked with its call; z-score; measured here: nuclear GR-EGFP intensity;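 lower value marks the stronger effect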
Dynein transport cell count = recorded beside Dynein transport, whose call it bears; z-score; measured here: cell count per field
Insulin prom up cell count = further read-out of Insulin prom up, marked with its call; cell count; measured here: cytotoxicity, nuclei count;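 total cells summed across four imaged fields per well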
Lipid droplet cells 6.5 µM = also measured in Lipid droplet; calls as there; cell count; measured here: cell count, cytotoxicity flag;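 cells counted across two imaged fields per well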
b-catenin transl cell count 5 µM = also measured in b-catenin transl; calls as there; cell count; measured here: cell count, cytotoxicity flag
MT stabilizer Hoechst-high % = second read-out of MT stabilizer, no call of its own (marks repeat the call); % Hoechst-high responders; measured here: nuclear condensation Hoechst responders;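 share of cells brighter than vehicle mean plus two SD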
MT stabilizer cytotoxicity % = further read-out of MT stabilizer, marked with its call; toxicity, %; measured here: cytotoxicity by cell density;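 0% = mean cell density of plate MIN control wells and 100% = no cells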
Autophagy mod cell loss 18 h = second read-out of Autophagy mod, no call of its own (marks repeat the call); toxicity, %; measured here: cell loss, nuclei count;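 cell loss after 18 h compound exposure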
Active calls of the source: *; i = inactive; nt = no result given. Compounds were not picked by outcome; overall some 4% were active at least once.

Order of values – Autophagy mod | Autophagy mod cell loss 18 h | XIAP displacement | b-catenin transl | b-catenin transl cell count 5 µM | Lipid droplet | Lipid droplet cells 6.5 µM | MT stabilizer | MT stabilizer Hoechst-high % | MT stabilizer cytotoxicity % | Insulin prom up | Insulin prom up cell count | Dynein transport | Dynein transport cytoplasmic EGFP | Dynein transport nuclear GR-EGFP | Dynein transport cell count | WT yeast gro inh | WT yeast gro inh mutant strain | CSM14.1 death rescue
> OC(c1cccs1)c1nccc2ccccc12 (stereo not drawn)
  i | 2.0 | 0.7% | -7.5 | 1244 | 5.1 | 794 | 3.1 | 2.8 | 10.2 | nt | nt | -0.257 | -0.114 | 0.0601 | -0.422 | 21.0 | 1.3 | -0.1%
> COCCNC(=O)CN(C(=O)CCC(=O)Nc1nccs1)c1ccccc1OC
  i | 4.6 | -2.0% | -6.9 | 949 | nt | nt | 5.3 | 4.0 | 8.9 | -0.55 | 1627 | 0.362 | 0.0719 | 0.099 | -0.357 | 7.1 | 22.6 | 1.2%
> O=C(CCCn1c(=S)[nH]c2ccccc2c1=O)NCc1ccco1
  i | -4.0 | -13.7% | 0.2 | 1031 | -7.8 | 623 | 3.4 | 1.9 | 7.3 | 0.9 | 1771 | -0.519 | 0.312 | -0.444 | 1.09 | -4.8 | -23.3 | 4.5%
> COc1ccccc1-c1nnc(NC(=O)C(C)Sc2nncn2C)s1 (stereo not drawn)
  i | 2.9 | -1.6% | -0.4 | 1091 | 19.1 | 691 | 2.1 | 2.0 | 6.4 | 0.03 | 1263 | -0.737 | -0.368 | -0.588 | -0.247 | 0.2 | 9.7 | -2.5%
> O=C(CCC(=O)Nc1cccc2ccccc12)N/N=C/c1ccco1
  i | -4.5 | 0.5% | -4.8 | 581 | 0.9 | 684 | 7.8 | 1.2 | 6.5 | -0.11 | 1383 | 0.2 | -0.265 | -0.211 | 0.255 | -20.5 | -3.5 | 6.6%
> C[C@@H](C(=O)N1CCNCC1)n1cc(CCC(=O)O)nn1
  i | -1.9 | 0.5% | -0.2 | 1166 | 6.3 | 708 | 4.8 | 1.2 | 9.4 | 0.96 | 1340 | -0.0526 | -0.265 | 0.26 | -0.0198 | 3.8 | -2.3 | 0.8%
> O=C(/C=C/c1ccc2c(c1)OCO2)NCc1ccco1
  i | 3.3 | -1.2% | -3.3 | 586 | -12.6 | 717 | 4.7 | 3.0 | 2.0 | 0.35 | 1256 | -1.02 | -0.268 | 0.197 | 0.523 | -6.0 | -13.4 | -2.5%
> N/C(=N\OC(=O)COc1ccc(Cl)cc1)c1ccc(Cl)cc1
  i | -0.3 | -3.4% | -1.5 | 1343 | 9.2 | 636 | 2.2 | 3.1 | 8.7 | 0.28 | 1342 | 0.329 | -0.223 | 0.253 | -1.09 | -2.7 | 3.5 | -0.7%
> CCC(C)Sc1nc2c(c(=O)[nH]c(=O)n2C)n1CC(O)COc1ccccc1C (stereo not drawn)
  i | -3.1 | -3.4% | 3.2 | 548 | -29.9 | 741 | 2.1 | 2.2 | 5.3 | nt | nt | 0.2 | -0.0546 | 0.5 | -0.986 | -21.9 | -16.5 | -3.8%
> O=C(NNC(=O)c1ccccc1-c1ccccc1C(=O)O)c1ccccc1
  i | -13.8 | -5.6% | -2.2 | 958 | 14.3 | 684 | 3.0 | 1.9 | 10.5 | 0.52 | 1485 | 0.898 | 0.461 | 1.21 | -1.33 | -1.2 | -5.5 | -0.5%
> O=C(CSc1nnc(-c2cccnc2)n1Cc1ccccc1)NCc1ccco1
  i | 10.9 | -0.9% | 0.8 | 1160 | nt | nt | 4.7 | 3.5 | 7.4 | -0.65 | 1340 | -0.175 | -0.121 | -0.0726 | 0.328 | -17.9 | -19.7 | 1.6%
> CCN1C(=O)C(CC(=O)Nc2ccc(F)cc2)N(CCc2ccc(OC)cc2)C1=S (stereo not drawn)
  i | -3.2 | -19.2% | -0.1 | 1526 | -6.3 | 581 | nt | nt | nt | nt | nt | -0.835 | -0.358 | -0.138 | 1.04 | 14.1 | -4.2 | -2.6%
> CCOC(=O)C1C(c2ccc(OC)cc2)N(C)OC1(O)C(F)(F)F (stereo not drawn)
  i | -2.3 | -8.7% | 0.0 | 1037 | 8.3 | 704 | 3.3 | 2.1 | 5.1 | -0.9 | 1410 | 1.02 | -0.194 | 1.01 | -1.58 | 20.7 | -13.1 | -1.2%
> O=C1[C@@H]2CSCN2C(=O)CN1Cc1ccc(F)cc1
  nt | nt | nt | -0.4 | 1367 | 9.5 | 655 | nt | nt | nt | -0.67 | 1040 | -0.324 | -0.821 | -0.35 | -0.0741 | nt | nt | nt
> COc1ccc(/C=N/NC(=O)c2ccc3c(c2)OCCO3)cc1[N+](=O)[O-]
  i | 0.4 | -4.7% | -1.0 | 1073 | 32.9 | 605 | 3.2 | 3.0 | 5.8 | -0.68 | 1431 | 0.553 | -0.171 | 0.241 | -0.527 | 1.1 | -2.1 | -0.5%
> COC(=O)C1=C(C)NC(C)=C(C(=O)OC)C1c1ccco1
  nt | nt | nt | -0.3 | 1254 | -20.4 | 658 | nt | nt | nt | -0.41 | 1370 | -0.784 | -0.229 | -0.659 | 0.892 | nt | nt | nt
> Cc1sc(NC(=O)CSc2nnc(COc3ccccc3)n2C)c(C#N)c1C
  i | 1.6 | -5.5% | -0.2 | 1025 | 14.7 | 672 | 2.0 | 1.4 | 3.1 | -0.02 | 1688 | -1.03 | -0.297 | -0.39 | -0.0283 | 14.6 | 19.7 | 0.0%
> COc1ccc(-c2cn3cccnc3n2)cc1NS(=O)(=O)c1ccccc1
  i | -30.8 | -4.2% | -0.3 | 1013 | -7.7 | 673 | 4.3 | 2.3 | 4.1 | 0.85 | 1231 | 2.12 | -0.252 | 1.3 | -1.41 | -4.5 | 5.7 | -1.6%
> Cc1cccc2c1-c1sc(C(=O)N3CCc4ccccc4C3)cc1CO2
  i | 2.0 | -5.9% | -2.6 | 530 | -12.0 | 757 | 5.4 | 2.3 | 11.9 | 0.5 | 1070 | 1.88 | -0.217 | 2.05 | -1.12 | 49.6 | -11.2 | -1.0%
> CC(C)(C)C(=O)CSc1nc2ncc(Br)cc2[nH]1
  i | 67.2 | -6.1% | -2.5 | 1204 | nt | nt | 3.4 | 3.1 | 17.9 | 1.25 | 1046 | 0.285 | -0.331 | 0.293 | 0.0425 | 8.7 | 24.8 | 1.3%
> Cc1cc(C)c(S(=O)(=O)N(C)c2ccccc2)c(C)c1
  i | 9.1 | 0.5% | -1.2 | 1095 | -7.7 | 741 | 4.7 | 3.0 | 6.1 | -0.09 | 1257 | -0.0622 | -0.182 | -0.34 | 0.29 | -0.3 | -1.6 | -1.3%
> O=C(c1cccc(S(=O)(=O)NCCOc2ccccc2)c1)N1CCN(c2ncccn2)CC1
  i | -2.4 | -7.3% | -1.8 | 1136 | -5.3 | 814 | 3.6 | 3.1 | 4.9 | -0.12 | 1283 | -0.0475 | -0.248 | -0.077 | 0.469 | 19.7 | 7.4 | 0.4%
> O=C(CN1C(=O)c2cccc3cccc1c23)N1CCN(c2ccccc2)CC1
  i | -2.8 | -5.3% | -0.5 | 1106 | -0.7 | 695 | 3.2 | 2.1 | 7.2 | 0.65 | 1653 | -3.05 | 0.912 | -1.36 | -4.94 | -11.0 | -29.2 | -0.3%
> CC(=O)c1c(C)[nH]c(C(=O)OC2CCCCC2=O)c1C (stereo not drawn)
  i | -1.5 | -0.5% | -4.1 | 992 | nt | nt | 1.2 | 1.9 | 7.4 | -1.39 | 1478 | 0.591 | -0.194 | 0.26 | -0.0716 | 19.0 | 15.9 | -1.4%
> COC(=O)c1c(NC(=O)C(Cl)Cl)sc2c1C(C(=O)OC)CC2 (stereo not drawn)
  nt | nt | nt | 0.8 | 1272 | -33.8 | 661 | nt | nt | nt | -0.57 | 1383 | 0.247 | -0.183 | 0.206 | -0.742 | nt | nt | nt
> Cc1cc(C)c(C#N)c(SCc2ccccc2F)n1
  i | 3.0 | -2.6% | 2.5 | 1555 | 4.5 | 680 | 1.9 | 2.2 | 2.7 | nt | nt | 0.00527 | -0.208 | -0.111 | -0.106 | 50.1 | 19.2 | -0.7%
> Cc1ccc(Cn2ccc(=O)c(OCc3c(Cl)cccc3Cl)c2C)cc1
  i | -3.5 | -4.9% | nt | nt | 2.5 | 808 | 1.3 | 1.6 | 5.0 | nt | nt | 0.449 | -0.203 | 0.309 | -0.107 | 76.9* | 74.0* | -0.9%
> CCOCc1cn(CC(=O)c2ccc([N+](=O)[O-])cc2)c(C)nc1=N
  i | 1.6 | -5.0% | -1.8 | 1212 | -9.8 | 733 | 2.6 | 1.7 | 6.6 | -1.5 | 907 | -0.485 | -0.174 | -0.344 | -0.0701 | -13.4 | -0.6 | -0.6%
> Cc1ccc(NC(=O)COC(=O)CNC(=O)c2cccc([N+](=O)[O-])c2)cc1S(=O)(=O)N1CCCCCC1
  i | 13.2 | -3.6% | -4.1 | 600 | 2.5 | 617 | 1.8 | 1.9 | 5.3 | 0.16 | 1405 | -0.182 | 0.44 | 0.0975 | -0.259 | -5.9 | -2.1 | -0.3%
> C=CCNC(=S)Nc1ccc(N(C)C)cc1
  nt | nt | nt | -4.4 | 1139 | 3.6 | 700 | nt | nt | nt | 0.09 | 1393 | 0.467 | 0.0847 | 0.182 | -0.867 | nt | nt | nt
